EBI2 block: blocks human EBI2 receptor beta-arrestin signaling; P32249; EBI2 beta-arrestin recruitment, luminescence, 7a,25-OHC stimulated; inhibition, % at 5 µM; 360,000 tested, 0.81% active; AID 651636; in the data active = inhibition above about 38%;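 also: enzyme fragment complementation signal reports receptor beta-arrestin coupling in cells; 0% = agonist plus DMSO wells and 100% = wells without agonist; some results beyond the cut were filed as inactive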
697 NFkB inh: inhibitors of the PMA/ionomycin-induced NF-kB reporter in 697 B cells; 697 B-cell NF-kB luciferase reporter, 16 h; inhibition, % at 4 µM; 330,000 tested, 0.33% active; AID 435022; in the data active = inhibition above about 35%
Gli-Sufu antag: antagonists of Gli-Sufu signaling; Sufu-KO-LIGHT fibroblasts, Gli luciferase reporter luminescence; inhibition, % at 5 µM; 340,000 tested, 0.74% active; AID 588413;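 active = inhibition above about 55%, limit read from the data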;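 also: 0% = DMSO-treated cells and 100% = wells with medium but no cells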
UBC13 inh: human UBC13 polyubiquitination inhibition. inhibition, % at 20 µM. UBC13 polyubiquitin chain formation, TR-FRET. 330,000 tested, 0.47% active. AID 485273; in the data active = inhibition above about 45%, passing the limit was not always enough
Target sequence (P61088 whole entry, looked up): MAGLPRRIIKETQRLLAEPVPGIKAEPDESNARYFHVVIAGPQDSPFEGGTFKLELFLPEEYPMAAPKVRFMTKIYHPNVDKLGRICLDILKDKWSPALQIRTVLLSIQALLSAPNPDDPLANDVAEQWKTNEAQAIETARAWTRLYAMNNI
Apaf1 inhib: human Apaf-1 inhibition | O14727 | reconstituted apoptosome caspase-3 activity, DEVD-Rh110 fluorescence | inhibition, % at 20 µM | 330,000 tested, 0.71% active | AID 489030; active = inhibition of at least 40% at 20 µM;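 also: plate controls were DMSO wells for no effect and DEVD-CHO caspase inhibitor wells for full effect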
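Assay system: Apoptosome proteins | Medium: pH 7.5 Hepes buffer with CHAPS, BSA, DTT | Also added: Cytochrome c and DEVD-Rh110 substrate | Times: 30 min plus 50 min, RT | Detection: Rhodamine 110 fluorescence at Ex 480/Em 540 nm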
CCR6 antag: blocks CCL20-driven beta-arrestin recruitment at human CCR6; P51684; CHO-K1 CCR6 PathHunter beta-arrestin, luminescence, CCL20-stimulated; 340,000 tested, 0.49% active; inhibition, % at 20 µM;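 active = compounds whose inhibition of the agonist-driven luminescence signal at 20 µM reaches about 50%, limit read from the data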;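 also: cells stimulated with CCL20 at 14 nM final; plate controls were DMSO with CCL20 for no effect and DMSO without agonist for full effect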
Target sequence (P51684 whole entry, looked up): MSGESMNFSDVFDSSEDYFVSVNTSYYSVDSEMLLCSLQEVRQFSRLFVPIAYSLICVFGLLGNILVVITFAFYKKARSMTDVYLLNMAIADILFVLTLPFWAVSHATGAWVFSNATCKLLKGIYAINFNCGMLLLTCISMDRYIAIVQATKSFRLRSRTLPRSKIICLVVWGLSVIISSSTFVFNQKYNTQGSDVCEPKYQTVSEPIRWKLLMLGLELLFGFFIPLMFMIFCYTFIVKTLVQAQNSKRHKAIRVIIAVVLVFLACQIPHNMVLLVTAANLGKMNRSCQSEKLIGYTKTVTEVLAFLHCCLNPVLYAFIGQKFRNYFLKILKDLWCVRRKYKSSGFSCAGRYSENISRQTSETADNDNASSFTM
SENP8 block: inhibitors of human SENP8 protease; AID 2540; purified SENP8, Z-RLRGG-aminoluciferin cleavage, luminescence; 330,000 tested, 1.2% active; inhibition, % at 10 µM
Target sequence (Q96LD8 whole entry, looked up): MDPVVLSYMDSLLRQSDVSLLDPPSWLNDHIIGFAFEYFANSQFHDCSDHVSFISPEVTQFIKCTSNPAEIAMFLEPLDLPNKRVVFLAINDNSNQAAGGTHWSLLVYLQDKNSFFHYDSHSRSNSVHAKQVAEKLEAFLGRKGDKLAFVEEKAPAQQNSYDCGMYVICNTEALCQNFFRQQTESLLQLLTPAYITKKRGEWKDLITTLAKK
Jurkat NFkB inh: lowers PMA/ionomycin-induced NF-kB signal in Jurkat cells. PMA/ionomycin-induced NF-kB luciferase reporter, luminescence. 330,000 tested, 0.53% active. AID 435003. inhibition, % at 4 µM
The depositor's hits bear a star; x = no result given. Rule as the data show it, unless noted: active = inhibition above about 50%; inactive = the rest.

Start of the listing, in advance, four compounds:
item	structure	EBI2 block	697 NFkB inh	Gli-Sufu antag	UBC13 inh	Apaf1 inhib	CCR6 antag	SENP8 block	Jurkat NFkB inh
1	O=C(OCCOc1ccc(F)cc1)c1ccc(S(=O)(=O)N2CCCC2)cc1	8	2	-28	12	26	20	0	2
2	Cn1c(=O)c2[nH]c(NCC3CCCO3)nc2n(-c2ccccc2)c1=O (stereo unspecified)	-11	-7	-2	-2	0	15	3	-10
3	COc1ccc(C(=O)NC2CCN(C(=S)Nc3ccc(C)c(C)c3)CC2)cc1	1	10	14	5	4	5	-3	3
4	CN(CCc1nc2ccc(Cl)cc2[nH]1)Cc1nc(CC2CC2)no1	6	0	9	-2	2	1	-8	15

All compounds of this part, from the start:
item	structure	EBI2 block	697 NFkB inh	Gli-Sufu antag	UBC13 inh	Apaf1 inhib	CCR6 antag	SENP8 block	Jurkat NFkB inh
1	O=C(OCCOc1ccc(F)cc1)c1ccc(S(=O)(=O)N2CCCC2)cc1	8	2	-28	12	26	20	0	2
2	Cn1c(=O)c2[nH]c(NCC3CCCO3)nc2n(-c2ccccc2)c1=O (stereo unspecified)	-11	-7	-2	-2	0	15	3	-10
3	COc1ccc(C(=O)NC2CCN(C(=S)Nc3ccc(C)c(C)c3)CC2)cc1	1	10	14	5	4	5	-3	3
4	CN(CCc1nc2ccc(Cl)cc2[nH]1)Cc1nc(CC2CC2)no1	6	0	9	-2	2	1	-8	15
5	O=C1c2ccccc2NC(c2ccc(Cl)cc2Cl)N1Cc1ccccc1 (stereo unspecified)	7	2	1	6	24	3	-1	-3
6	CN1CCN(S(=O)(=O)c2ccc(Sc3nc4ccccc4[nH]3)c3nsnc23)CC1	-3	-18	6	-21	6	13	-4	-35
7	COc1ccccc1CNC(=O)CCc1nnc2ccc(NCCCN3CCCC3=O)nn12	-2	6	-8	5	-15	-2	-11	8
8	CN(Cc1ccccc1F)C(=O)CCCNC(=O)c1ccc(Cl)cc1	14	11	20	-4	-4	3	0	-10
9	O=C(c1ncc[nH]1)c1ccccc1Cl	0	14	-2	4	2	8	3	7
10	CCCCn1c(N)c(N(CCOC)C(=O)c2cc(S(=O)(=O)N3CCCCC3)ccc2C)c(=O)[nH]c1=O	0	21	0	0	-6	9	4	14
11	CN(CC(=O)NCc1ccc(F)cc1)S(=O)(=O)c1ccc(Br)s1	12	9	9	3	4	11	4	2
12	CCN1C(=O)CSc2ccc(C(=O)NCc3ccc(OC)cc3)cc21	-6	2	9	4	-1	0	6	-3

Structures listed so far with sulfur (six):
item	structure	EBI2 block	697 NFkB inh	Gli-Sufu antag	UBC13 inh	Apaf1 inhib	CCR6 antag	SENP8 block	Jurkat NFkB inh
1	O=C(OCCOc1ccc(F)cc1)c1ccc(S(=O)(=O)N2CCCC2)cc1	8	2	-28	12	26	20	0	2
3	COc1ccc(C(=O)NC2CCN(C(=S)Nc3ccc(C)c(C)c3)CC2)cc1	1	10	14	5	4	5	-3	3
6	CN1CCN(S(=O)(=O)c2ccc(Sc3nc4ccccc4[nH]3)c3nsnc23)CC1	-3	-18	6	-21	6	13	-4	-35
10	CCCCn1c(N)c(N(CCOC)C(=O)c2cc(S(=O)(=O)N3CCCCC3)ccc2C)c(=O)[nH]c1=O	0	21	0	0	-6	9	4	14
11	CN(CC(=O)NCc1ccc(F)cc1)S(=O)(=O)c1ccc(Br)s1	12	9	9	3	4	11	4	2
12	CCN1C(=O)CSc2ccc(C(=O)NCc3ccc(OC)cc3)cc21	-6	2	9	4	-1	0	6	-3

Next section
item	structure	EBI2 block	697 NFkB inh	Gli-Sufu antag	UBC13 inh	Apaf1 inhib	CCR6 antag	SENP8 block	Jurkat NFkB inh
13	Cc1ccc(S(=O)(=O)NC2CCCC2)cc1C	-4	-16	6	-1	14	2	-2	-11
14	Cc1nn(C(C)C(=O)NCCCc2ccccc2)c(=O)c2nn(-c3ccccc3)c(C)c12 (stereo unspecified)	-1	-1	-21	3	6	5	1	13
15	O=C(CSCc1ccc([N+](=O)[O-])cc1)N/N=C/c1cccnc1	-12	-5	-5	86*	-1	5	-15	-4
16	COc1ccc(C(=O)Nc2ccccc2C(=O)NC(Cc2c[nH]c3ccccc23)C(=O)O)cc1 (stereo unspecified)	3	0	-4	-16	5	8	-10	0
17	Cc1ccc(-c2csc(=S)n2CC(=O)OCC(=O)NCc2ccco2)cc1	-16	9	5	-2	13	-1	-6	4
18	Cc1ccc(C(C)C)c(OCC(=O)N/N=C/c2cccn2C)c1	-25	-15	10	-4	22	-7	-3	13
19	CC1(C)Cc2ccccc2C(NNC(=O)c2ccc(Br)o2)=N1	0	2	-3	-7	9	43	-3	4
20	CCc1ccc(/C=C(\Cl)c2nc3cc(Cl)ccc3c(=O)[nH]2)cc1	1	-10	-5	7	14	1	-2	20
21	NC(=O)CC(NC(=O)c1ccc(Br)cc1)c1ccc(N2CCN(c3ccccn3)CC2)c([N+](=O)[O-])c1 (stereo unspecified)	-7	9	21	-9	18	5	-2	16
22	COc1ccc(/C=C2\SC(=S)N(CCC(=O)NCCCn3ccnc3)C2=O)cc1	-6	-10	10	-5	13	13	-6	-22
23	CC1(C)CC(=O)C2=C(C1)N1C(=C(C#N)C2c2ccccc2Cl)N=C(N)c2ccccc21 (stereo unspecified)	2	20	-5	-15	8	31	19	7
24	Cc1cccc(N)c1SC1CCCCC1O (stereo unspecified)	0	17	2	8	-3	-2	2	7
25	Cc1cccc(NC(=S)N2CCOCC2)c1C	-7	-9	-6	9	11	7	-10	1
26	N[C@@H](Cc1ccc(O)c(I)c1)C(=O)O	x	10	x	-11	-6	x	-6	5
27	CS(=O)(=O)N1CCCC(c2nc(-c3ccc(S(=O)(=O)NCc4ccccc4)cc3)no2)C1 (stereo unspecified)	-2	25	45	22	-7	-17	5	50
28	COC(C(=O)Nc1ccnn1C1CCN(Cc2ccc(Cl)s2)CC1)c1ccccc1 (stereo unspecified)	14	9	-9	0	1	12	1	0
29	CC(C)C(NS(=O)(=O)c1cccc(C(F)(F)F)c1)C(=O)NCc1cccs1 (stereo unspecified)	-3	14	2	-12	6	-3	-8	-10
30	CC(=O)NCCn1c(SCC(=O)NCCC2=CCCCC2)nc2ccccc2c1=O	4	5	4	5	1	-5	0	11
31	Cc1nc(NC(=O)COc2ccccc2)sc1C(=O)Nc1ccccc1	-11	-24	-3	-3	5	11	3	5
32	Cc1nnc(N2CCCC(C(=O)NCc3ccccc3F)C2)c2nn(-c3ccccc3)c(C)c12 (stereo unspecified)	10	-6	28	21	18	20	-5	14
33	CCN(CC)S(=O)(=O)c1cccc(C(=O)NCCCN2CCOCC2)c1	-12	15	-18	6	-10	-1	4	-18
34	COc1ccccc1N/C(N)=N/c1nc(C(F)(F)F)cc(=O)[nH]1	-23	6	16	10	6	-12	-4	6
35	CCCCn1nnnc1NCc1cc(OC)c(OC)c(OC)c1	0	6	8	4	5	5	-9	-2
36	O=c1c2ccccc2nnn1CSc1nnc(-c2cccnc2)n1-c1ccccc1F	-6	-1	-82	-2	1	-1	-4	16
37	CCOC(=O)N1CCN(CCc2ccccc2)CC1	-2	10	6	3	0	4	-6	5
38	C=CCC[C@H](Cc1ccc(F)cc1)C(=O)OC[C@H](Cc1c[nH]c2ccccc12)NC(=O)[C@@H](CC=C)CC(=O)NCCO	6	14	7	38	12	-9	0	3
39	O=Nc1c(-c2c(O)[nH]c3cc(Br)ccc23)[nH]c2ccccc12	26	-321	-54	-104	23	75*	8	39
40	CCOc1ccc(-n2c(=S)sc3c(=O)[nH]c(SCC(=O)NCc4ccco4)nc32)cc1	-9	2	-5	-8	-5	-3	-7	0
41	CC(NC(=O)C1CCCN(C(=O)N(C)C)C1)c1ccccc1 (stereo unspecified)	-3	21	-1	18	-21	1	-2	8
42	CCC(Sc1nc(N)c(NC(=O)c2ccc(Br)o2)c(=O)[nH]1)C(=O)O (stereo unspecified)	-5	-7	-7	-17	1	2	-4	7
43	CCc1ccccc1NC(=O)CSc1nnc(CNC(=O)c2ccco2)n1C	-7	-8	12	4	-6	-1	1	-22
44	O=C(Nc1ccccc1-c1nnn(CC(=O)N2CCc3ccccc3C2)n1)C1CCC1	-2	19	-3	7	11	10	6	14
45	CCOC(=O)c1oc2c(CN3CCN(CCO)CC3)c(O)c(CC)cc2c(=O)c1-c1nc2ccccc2s1	-3	12	6	6	2	17	10	-8
46	O=C(CSc1nc(C2CC2)nc2sc3c(c12)CCCC3)NCc1ccco1	1	-15	2	-4	-21	0	-2	-24
47	COc1cc(CN2CCN(c3ccccc3F)CC2)c([N+](=O)[O-])cc1OC	5	-14	7	3	-6	3	4	1
48	Cc1[nH]nc2c1C(c1cccs1)C1=C(CCCC1=O)N2 (stereo unspecified)	6	4	-2	-3	-13	3	-12	-2
49	CCOC(=O)C1CCCN(c2c(NCCCN3CCCC(C)C3)c(=O)c2=O)C1 (stereo unspecified)	-2	4	-16	-1	12	1	1	5
50	Cc1ccc(NC2=NCC(=O)N2C2CCCC2)cc1	-11	1	9	4	-7	7	-3	-11
51	Cc1cnc(C(=O)OCc2nc3ccsc3c(=O)[nH]2)cn1	-15	5	-6	32	-23	2	-6	-4
52	Cc1ccc2oc(=O)c3cnn(CC(=O)NCCN(C)C)c3c2c1	7	14	-11	1	1	-3	5	-2
53	O=C(Oc1ccc2c(c1)C(=O)c1ccccc1CO2)c1ccccc1	-2	13	-4	3	8	0	-3	-5
54	COc1ccc(-c2nc3c(c(=O)c4ccccc4n3C)c(=O)n2Cc2ccccc2)cc1	-3	12	22	1	5	-8	5	-13
55	O=C(CCCn1c(=S)[nH]c2ccc(Br)cc2c1=O)N1CCN(c2ccccn2)CC1	8	8	-3	45*	7	19	0	9
56	O=C(Nc1nc(-c2ccc(-c3ccccc3)cc2)cs1)c1cc([N+](=O)[O-])ccc1N1CCOCC1	20	-10	14	-38	-7	-3	2	8
57	CN(Cc1c(F)cccc1Cl)C(=O)c1ccc2ccccc2n1	13	17	-8	1	6	-13	9	-17
58	O=C(CSc1nnc(COc2ccccc2)n1Cc1ccco1)NCc1ccco1	-9	4	3	-1	6	27	-4	2
59	Cc1nnsc1C(=O)Nc1ccccc1Cl	-1	0	8	-21	-4	-4	5	-8
60	CC(C)(C)c1ccc2c(c1)OC(C(=O)N/N=C/c1ccc([N+](=O)[O-])o1)CO2 (stereo unspecified)	25	-1	-5	-16	17	-14	2	-8
61	Cc1ccc(CN=c2c([N+](=O)[O-])nn(-c3ccc4c(c3)OCCO4)n2O)cc1	-17	-73	-16	-8	-2	-9	16	-92
62	CCOc1ccc(Nc2nc(Cc3nnc(SCC(=O)c4ccc(C)cc4)o3)cs2)cc1	9	-9	4	1	3	3	-1	-1
63	Clc1ccc2nc(CSc3nncn3-c3ccccc3)cn2c1	-6	-18	8	1	-17	0	-10	-19

A portion of the library; rates above refer to the full screens.
